Screening results (PubChem)
Lipid storage S3 = qHTS Assay for Lipid Storage Modulators in Drosophila S3 Cells; Drosophila S3 cells, BODIPY lipid droplet fluorescence, 18-24 h; cells fed with added oleic acid; lipid storage change, negative = inhibition, % at the top dose, mostly 46.1 µM; hits show Potency in µM; hit rate 0.64% among 320,000; AID 2685; active = well fitted inhibition curve with a large enough effect in the signal ratio, with a control signal flat, not every such curve was filed as active; inconclusive = small, poorly fitted or top-dose-only effect, or effect the other way, or a change in a side signal; the % refers to the signal ratio
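Drosophila S3 cells loaded with oleic acid (400 uM, as added) and compounds at several concentrations; lipid droplets imaged by 488-nm laser-scanning cytometry, 500–530 nm intensity and object ratio to cell channel. Percent activity normalized to 20 uM Triacsin C.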
Lipid storage S3 cell count max = also measured in Lipid storage S3; calls as there; cell number change, %; measured here: cell count max response;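 cells counted by Cell Tracker Red CMTPX staining in the red channel; peak over a dose series mostly up to 46.1 µM; percent activity relative to internal control wells on each plate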
The depositor's hits bear a star; i = inactive; ? = inconclusive; nt = not tested or not shown; [ ] = remark or other dose. % is set by controls: 0 for no effect and ±100 for the full control effect; potency is the fitted concentration of half-maximal effect.

Screens in order: Lipid storage S3	Lipid storage S3 cell count max
> COc1ccc(CN2CCN(Cc3ccco3)CC2)cc1
    -15%	-6
> CCCN1CCN(C(=O)Cn2ncc3ccccc32)CC1
    ?	nt
> O=C(O)c1cc(-c2cccc([N+](=O)[O-])c2)nc2ccccc12
    5%	27
> CC(=O)c1cccc(NC(=O)COC(=O)c2ccc3c(c2)OCCO3)c1
    ?	nt
> Cc1ccccc1C(=O)NCCN=C1NS(=O)(=O)c2ccccc21
    ?	nt
> CCN(CC)C(=O)CC(c1ccc(OC)cc1)c1c(O)cc(OC)cc1OC (stereo not given)
    11%	6
> CSc1ccc(C#N)cc1NC(=O)c1cccnc1Cl
    -6%	-14
> CCOc1ccc(CCNC(=O)C2CCN(S(=O)(=O)N3CC(C)CC(C)C3)CC2)cc1OCC (stereo not given)
    i	-11
> CCOCC(=O)Nc1ccc(S(=O)(=O)Nc2nccs2)cc1
    ?	nt
> CSc1nc(Cl)c(C#N)c(-c2ccc(C)cc2)n1
    ?	nt
> COC(=O)c1ccc(NS(=O)(=O)c2cc3c4c(c2)C(C)C(=O)N4CCC3)cc1 (stereo not given)
    i[0.0737 µM]	nt
> CCS(=O)(=O)c1ccc(-c2csc(-c3ccccc3Cl)n2)c(Cl)c1Cl
    i	nt
> CC(C)NC(=O)COC(=O)c1cccc(NS(=O)(=O)/C=C/c2ccccc2)c1
    ?	nt
> O=C(c1ccccn1)c1cc2ccccc2n1S(=O)(=O)c1ccccc1
    ?	nt
> O=C(NCC1CCCO1)C1CCCN(S(=O)(=O)c2ccc(Cl)cc2)C1 (stereo not given)
    i	7
> O=C(NC(=S)Nc1ccc(CN2CCOCC2)cc1)c1ccc2c(c1)OCCO2
    ?	nt
> CN(CC(=O)N1CCCC1)S(=O)(=O)c1cccc(Cl)c1
    ?	nt
> O=C(c1cncc(Br)c1)N1CCN(S(=O)(=O)c2ccc(Cl)cc2)CC1
    ?	nt
> COc1ccc(C(=O)Nc2ncc(C)s2)cc1S(=O)(=O)N1CCCC1
    -3%	4
> COc1ccc(NC(C)=O)cc1NC(=O)c1cccc(C(F)(F)F)c1
    ?	nt

Screens in order: Lipid storage S3	Lipid storage S3 cell count max
> Cc1ccc(S(=O)(=O)N2CCC(C(=O)OCC(=O)NCc3ccco3)CC2)cc1C
    ?	nt
> CC(=O)NC1=NN(C(C)=O)C2(S1)C(=O)N(C(C)C)c1ccc(C)cc12 (stereo not given)
    ?	nt
> CCC(C)C(=O)Nc1c2c(nc3c1CCC3)CCCC2 (stereo not given)
    -25%	1
> c1coc(-c2nn3c(Cn4nnc5ccccc54)nnc3s2)c1
    i	nt
> COc1cc(OC)c(NS(=O)(=O)c2cc(Br)cnc2N)cc1Cl
    i	-9
> O=C(COC(=O)c1ccc[nH]c1=O)c1ccc(Cl)s1
    9%	4
> CCCOc1ccc(C2c3c(oc4ccccc4c3=O)C(=O)N2CCN(CC)CC)cc1OC (stereo not given)
    ?	nt
> COC(=O)c1ccsc1NC(=O)CCS(=O)(=O)c1ccc(Cl)cc1
    ?	nt
> CC(=O)c1cccc(Oc2ncccn2)c1
    8%	16
> O=C1NC(=Nc2ccccc2)SC1Cc1cccc(Cl)c1Cl (stereo not given)
    ?	nt
> Cc1ccc(-c2noc(C3CCN(S(C)(=O)=O)CC3)n2)o1
    9%	-4
> N/C(Cc1cccc2ccccc12)=N\OC(=O)c1cccs1
    ?	nt
> O=C(CN1C(=O)C2(OCCO2)c2ccccc21)c1ccc(F)cc1
    ?	nt
> CN(C)/C=N/c1cc(=O)n(C)c(=O)n1CC1CC1
    ?	nt
> Cc1noc(C)c1CSCC(=O)N(CCC(C)C)c1c(N)n(Cc2ccccc2)c(=O)[nH]c1=O
    ?	nt
> CCOC(=O)c1ccc(NC(=O)c2c(NC(=O)CCC(=O)O)sc3c2CCCCC3)cc1
    ?	nt
> COc1cccc(C2=Nc3cccc4cccc(c34)N2)c1
    ?	nt
> Cc1cc(C(=O)N/N=C/C=C/c2ccc(Br)cc2)n[nH]1
    -4%	4
> COc1ccc(N2C(=O)CN(Cc3cc(OC)c(OC)c(OC)c3)C2=S)cc1
    14%	2
> O=C(C1CCN(S(=O)(=O)Cc2ccccc2)CC1)N1CCN(c2ncccn2)CC1
    i	2

Part of the list above, field by field.
COc1ccc(N2C(=O)CN(Cc3cc(OC)c(OC)c(OC)c3)C2=S)cc1
  Lipid storage S3: 14%; Lipid storage S3 cell count max: 2

O=C(C1CCN(S(=O)(=O)Cc2ccccc2)CC1)N1CCN(c2ncccn2)CC1
  Lipid storage S3: i; Lipid storage S3 cell count max: 2

Next part.
Screens in order: Lipid storage S3	Lipid storage S3 cell count max
> O=C(NC1CCCCC1)C(c1cccs1)N(Cc1cccs1)C(=O)c1ccco1 (stereo not given)
    ?	nt
> COc1ccc(Cn2nnnc2CN(Cc2cc3ccc(C)cc3[nH]c2=O)C2CCCC2)cc1
    4%	-17
> O=c1cc(N2CCCCC2)c(-c2ccccc2)nn1Cc1ccccc1Cl
    ?	nt
> COc1ccc(/C=C/C(=O)OCC(=O)NC2CCCC2)cc1
    ?	nt
> CCOC(=O)c1c(CS(=O)(=O)c2ccccc2)n(C)c2cc(Br)c(O)c(CN(C)C)c12
    ?	nt
> O=C(CSc1n[nH]c(=O)[nH]c1=O)c1ccccc1[N+](=O)[O-]
    ?	nt
> Cc1cc(C(=O)Nc2ccc(N3CCOCC3)cc2)c2ccccc2n1
    ?	nt
> CCN=C(Nc1ccc2c(c1)OCO2)SC1CC(=O)N(c2ccc(OC)cc2)C1=O (stereo not given)
    1%	-7
> CCCN(CCC)c1nc2c(C)cccn2c(=O)c1/C=C1/SC(=S)N(Cc2ccco2)C1=O
    ?	nt
> C=CCn1c(SCC(=O)NC2CCCCC2)nnc1-c1cccnc1
    ?	nt
> CC1CN(C(=O)c2nn(C)cc2[N+](=O)[O-])CC(C)O1 (stereo not given)
    ?	nt
> CC(C)c1ccc(CNc2ccc([N+](=O)[O-])cn2)cc1
    4%	-6
> CN(C(=O)Cn1cnc2sccc2c1=O)C1CCCCC1
    3%	-1
> Nc1ccc(C(=O)Nc2nc3ccccc3s2)cc1
    ?	nt
> Cc1ccn(CCC(=O)Nc2ccc(-c3ccno3)cc2)n1
    i	nt
> O=C(COC(=O)c1ccccc1OCc1ccc(Cl)cc1)NC1CC1
    -2%	5
> Cc1cc(C)c[n+](-c2[nH]c(=O)sc2/C=N/NC([S-])=Nc2ccccc2)c1
    4%	4
> Cc1ccc(NC(=O)Cn2cccc2C2=NC(c3ccccc3)CO2)c(C)c1 (stereo not given)
    ?	nt
> O=C(Nc1cccc([N+](=O)[O-])c1)Nc1cccc([N+](=O)[O-])c1
    -13%	-7
> CCC(C)[C@H](NC(=O)Nc1ccc(C(C)=O)cc1)C(=O)OC (stereo not given in full)
    -2%	-3

SMILES | Lipid storage S3 | Lipid storage S3 cell count max
O=C(NCc1ccccc1)c1ccc2c(=O)n3c(nc2c1)CCCCC3 | ? | nt
CCOc1ccc(C(=O)Nc2nnc(S(=O)(=O)N3CCCCC3)s2)cc1 | i | -6
Cc1ccc(S(=O)(=O)N(C)C)cc1NC(=O)C(C)N(C)CCOc1ccc(Cl)cc1 (stereo not given) | ? | nt
O=C(O)CCC1(C(=O)O)OCCc2ccccc21 (stereo not given) | ? | nt
O=Cc1ccc(OCc2ccc3c(c2)OCO3)cc1 | ? | nt
COc1ccc(N2CCN(C(=O)CN3C(=O)NC(C)(c4ccc5ccccc5c4)C3=O)CC2)cc1 (stereo not given) | ? | nt
CC(=O)c1ccc(N2CCN(C(=O)c3cc(-c4cccnc4)nc4ccc(Br)cc34)CC2)cc1 | 2% | 13
CC(C)(C)NC(=O)C1CCN(C(=O)c2ccco2)CC1 | ? | nt
Cn1c(Cn2c(=O)sc3ccccc32)nnc1SCC(=O)N1CCc2ccccc21 | 2% | -2
O=C(O)CSCC(=O)NCc1cccc(C(F)(F)F)c1 | ? | nt

Molecules listed so far that have a cyano group, in the order listed:
SMILES | Lipid storage S3 | Lipid storage S3 cell count max
CSc1ccc(C#N)cc1NC(=O)c1cccnc1Cl | -6% | -14
CSc1nc(Cl)c(C#N)c(-c2ccc(C)cc2)n1 | ? | nt

(further entries)
SMILES | Lipid storage S3 | Lipid storage S3 cell count max
Cc1cccc(C(=O)Nc2cc(NC(=O)c3cccs3)ccc2C)c1 | 6% | -2
Fc1ccc(CN2CCN(C(c3ccccc3)c3ccccc3)CC2)cc1 | 16µM* | -21*
COc1ccc(-c2cc(C(=O)Nc3ccccc3SC)no2)cc1OC | ? | nt
Cc1ccc(C)c(OC(=O)c2cccc(S(=O)(=O)N3CCN(C)CC3)c2)c1 | ? | nt
Cc1ccc2ncc([N+](=O)[O-])n2c1 | 19% | -4
COc1ccc(/C=C2/C(=O)OCc3cc(OC)c(OC)cc32)cc1 | ? | nt
O=C(O)/C=C\C(=O)Nc1ccccc1C(=O)NC1CCCCC1 | 21% | 5
COc1ccc(S(=O)(=O)N2CCCCCC2)cc1C(=O)N(C)Cc1ccco1 | i | nt
COc1ccc(C(=O)Nc2ccc(NC(=O)c3ccccn3)cn2)cc1 | ? | nt
O=C(Nc1ccc2c(c1)OCO2)N1CCCC1 | 19% | -3

SMILES | Lipid storage S3 | Lipid storage S3 cell count max
COCCCn1c(SC(C)C(=O)NC2CC2)nc2ccccc2c1=O (stereo not given) | ? | nt
O=C1c2ccccc2C(Nc2ccc(S(=O)(=O)N3CCCCC3)cc2)N1c1ccccn1 (stereo not given) | 0% | -10
COC(=O)c1sccc1NC(=O)Cn1cnc2c1c(=O)n(C)c(=O)n2C | ? | nt
COC(=O)N/N=C/c1ccc(-c2ccccc2Cl)o1 | ? | nt
COc1ccc(CCNC(=O)c2ccc([N+](=O)[O-])cc2)cc1 | 3% | 5
CCCNC(=O)COC(=O)c1ccc(-c2ccccc2)cc1 | ? | nt
Cc1ccc(-n2nnnc2CNC(=O)c2ccc([N+](=O)[O-])o2)cc1C | ? | nt
CCOC(=O)CSC1=Nc2ccccc2C2=NC(CC(=O)NCc3cccs3)C(=O)N12 (stereo not given) | i | nt
CCOC(=O)N1CCN(C(=O)CSc2ncnc3sccc23)CC1 | ? | nt
COc1ccc(CCN(C)C(=O)CNC(=O)c2ccccc2F)cc1OC | -11% | -5

SMILES | Lipid storage S3 | Lipid storage S3 cell count max
Cc1cc(C)nc(Sc2nc(Nc3ccccc3)nc(Sc3nc(C)cc(C)n3)n2)n1 | -8% | 3
CCN(CC)S(=O)(=O)c1ccc(NS(=O)(=O)c2cccs2)cc1 | 4% | 13
COc1ccc(COC(=O)C2CCN(S(=O)(=O)c3ccc(C)cc3)CC2)cc1 | ? | nt
Cc1cc(C)nc(NC(=NCCc2c[nH]c3ccccc23)NC(=O)c2ccco2)n1 | ? | nt
CCN(CC)C(=O)CSc1nc2sc3c(c2c(=O)n1-c1ccc(C)cc1)CC(C)(C)SC3 | -5% | -9
Fc1ccc2nc3c(nc2c1)CCCC3 | 3% | 10
O=C1C2C3c4ccccc4C(c4ccccc43)[C@@H]2C(=O)N1c1cccnc1 (stereo not given in full) | 4% | -2
CSc1nc2c(cnn2-c2ccccc2)c(=O)n1N | ? | nt
O=C(c1ccccc1)N1CCN2C(=O)c3ccccc3C12c1ccc(Cl)cc1 (stereo not given) | ? | nt
COC(=O)c1c(NC(=O)C(=O)N2CCCC2)sc2c1CC(C)(C)OC2 | i | -14

SMILES | Lipid storage S3 | Lipid storage S3 cell count max
COc1ccc(-n2c(=O)c(CCC(=O)N(C)Cc3cccs3)nc3ccccc32)cc1 | 14% | 13
O=[N+]([O-])c1ccc(N=Cc2sc3ccccc3c2O)cc1 | 1% | -7
COc1ccc(C=Nc2cccnc2N)cc1 | -49% | -12
O=C(COC(=O)CNC(=O)C1CCCCC1)Nc1cccc(F)c1 | ? | nt
O=C1N=C(N2CCCCC2)S/C1=C\c1cn[nH]c1-c1ccccc1 | ? | nt
O=C(Nc1ccsc1C(=O)NC1CCCCC1)c1ccccc1 | i | nt
CCN1CCN(c2ncnc3c2cnn3-c2ccc(Cl)cc2)CC1 | 11% | 4
COc1cc(CC(=O)OCC(=O)Nc2ccc(Cl)c(S(=O)(=O)N(C)C)c2)cc(OC)c1OC | ? | nt
CCc1ncc(CN2CCC(C(=O)Nc3cccc(-c4cscn4)c3)CC2)cn1 | ? | nt
Cc1ccn2cc(CCNS(=O)(=O)c3ccc(F)c(C(F)(F)F)c3)nc2c1 | ? | nt

SMILES | Lipid storage S3 | Lipid storage S3 cell count max
CCOc1cc(C(=O)CCC(=O)OCC(=O)Nc2ccc(F)cc2)ccc1O | ? | nt
COc1ccc(S(=O)(=O)N(CC(=O)N2CCCCCC2)c2ccccc2OC)cc1 | ? | nt
CC(=O)c1sc(NS(=O)(=O)c2ccc(C)cc2)nc1C | 3% | nt
O=C(NC(=S)NCCCN1CCOCC1)c1ccco1 | i | nt
CCOC(=O)C(O)(CCC(O)(C(=O)OCC)C(=O)OCC)C(=O)OCC | 8%[9.22 µM] | nt
Cn1c(SCC(=O)OCC(=O)c2ccccc2)nnc1-c1cccs1 | -13% | 6
Cn1ccnc1C(OC(=O)c1ccc(Cl)cc1)C(F)(F)F (stereo not given) | -12% | 23
CCN(CC)C(=S)Nc1cc(C(=O)OC)ccc1C(=O)OC | 4% | 20
O=C(Nc1ncccc1O)c1ccc2c(c1)OCCO2 | i[0.0737 µM] | -13
Cc1ccc(N(Cc2cc3ccc(C)cc3[nH]c2=O)S(=O)(=O)c2ccccc2)c(C)c1 | ? | nt
Cc1cc2ccccn2c1C(=O)c1cccc(S(=O)(=O)N2CCOCC2)c1 | ? | nt
Cc1ccc(NC(=O)C2CCCN(C(=O)Nc3ccc(F)cc3)C2)cc1 (stereo not given) | ? | nt

An excerpt. The share of hits here may be higher or lower than overall.
